Pemphigus Ab inh: inhibitors of pemphigus antibody binding to DSG3, primary screen, biochemical, bead-based, flow cytometry, scFv-GFP; Desmoglein-3 (Homo sapiens), P32926; DSG3-coupled beads, scFv-anti-DSG3-GFP binding; stronger effect = lower value; binding (percent of control), % at 10 µM; 310,000 tested, 0.48% active;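 active means binding more than 3 SD below its plate's average and above zero; inconclusive means below that plate limit but binding exactly zero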;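 further: hits lower antibody fragment binding to DSG3; some compounds called inactive have numbers as strong as hits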
OPRM1-OPRD1 ag: agonists of OPRM1-OPRD1 heterodimerization, primary screen, cell-based, luminescence | 340,000 tested, 0.3% active | cells | activation, % at 9.3 µM | Mu-type opioid receptor (Homo sapiens) + Delta-type opioid receptor (Homo sapiens), …; in the data active means activation above about 18%;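 further: 0% = vehicle-treated cells and 100% = reference agonist; values of inactives mirror those of a sister screen read the other way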
Target sequence (P35372 whole entry, looked up): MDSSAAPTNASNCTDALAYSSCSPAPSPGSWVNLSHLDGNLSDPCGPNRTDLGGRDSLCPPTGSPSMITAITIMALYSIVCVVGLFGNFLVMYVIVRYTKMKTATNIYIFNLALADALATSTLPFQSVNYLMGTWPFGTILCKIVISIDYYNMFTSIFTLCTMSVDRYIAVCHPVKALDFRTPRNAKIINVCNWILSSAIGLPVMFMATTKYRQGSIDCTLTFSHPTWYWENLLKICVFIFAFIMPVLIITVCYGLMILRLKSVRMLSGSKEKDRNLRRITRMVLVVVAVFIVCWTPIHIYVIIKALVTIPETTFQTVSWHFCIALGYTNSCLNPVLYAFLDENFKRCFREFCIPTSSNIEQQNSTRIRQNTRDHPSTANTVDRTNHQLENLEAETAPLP
Target sequence (P41143 whole entry, looked up): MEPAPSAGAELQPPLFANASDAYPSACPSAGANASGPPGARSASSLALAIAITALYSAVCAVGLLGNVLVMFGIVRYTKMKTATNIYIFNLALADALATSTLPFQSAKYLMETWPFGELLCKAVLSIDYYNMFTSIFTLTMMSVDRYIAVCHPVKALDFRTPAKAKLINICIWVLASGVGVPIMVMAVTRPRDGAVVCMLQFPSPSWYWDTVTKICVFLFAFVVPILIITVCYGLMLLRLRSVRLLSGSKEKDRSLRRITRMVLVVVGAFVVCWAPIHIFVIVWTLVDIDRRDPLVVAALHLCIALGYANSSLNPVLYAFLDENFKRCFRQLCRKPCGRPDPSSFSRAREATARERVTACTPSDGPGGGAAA
PfHsp90 yeast 2: growth inhibition of PfHsp90-expressing yeast, primary screen, antimalarial PfHsp90 inhibitor project, S. cerevisiae, BacTiter-Glo luminescence, single point, set 2; inhibition, % at 9.4 µM; AID 504621, 2011; 310,000 tested, 0.32% active; BacTiter-Glo ATP, 48 h; yeast lacking PDR1 and PDR3 efflux regulators;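 active means every replicate shows inhibition above about 80%, whatever the replicate mean, limit read from the data; inconclusive means mean inhibition reaches the set limit but some replicate falls short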;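 further: 0% = DMSO neutral controls and 100% = 20 µM radicicol positive controls; yeast relying on Plasmodium falciparum Hsp90 in place of its own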
MOR-DOR inv ag: inverse agonists of MOR-DOR heterodimerization, primary screen, cell-based, luminescence. inhibition, % at 9.3 µM. AID 504357, 2011. 340,000 tested, 0.21% active. Mu-type opioid receptor (Homo sapiens) + Delta-type opioid receptor (Homo sapiens), …. cell-based MOR-DOR heterodimer luminescence, inverse agonism; in the data active means inhibition above about 22%, passing the limit was not always enough;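 further: 0% = cells with DMSO and 100% = wells without cells with DMSO; values of inactives mirror those of a sister screen read the other way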
PKA-R1A act: activators of PKA-R1A holoenzyme, primary screen, biochemical, fluorescence polarization, Cy5-IP20, bovine R1A, mouse PKAc | PKA-R1A dissociation; scaled: DMSO 0%, 113 µM cGMP 100% | activation, % at 11.4 µM | 340,000 tested, 0.083% active;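 active means percent activation above the mean of all tested compounds plus 3 SD, cut at about 19% in these data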;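 further: higher means more PKAc released from R1A so a rise in polarization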
AddAB inh: growth inhibition of E. coli expressing H. pylori AddAB, primary screen, AddAB inhibitor project, absorbance; inhibition, % at 11.9 µM; AID 435030, 2010; 330,000 tested, 0.29% active; in the data active means inhibition above about 12%;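 further: 0% = vehicle wells of infected cells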
Tat export inh: E. coli Tat export inhibitors, primary screen, MC4100, TorA-mCherry reporter, fluorescence, single point | 340,000 tested, 0.036% active | AID 488895, 2010 | inhibition, % at 10 µM;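 active means mean replicate inhibition at least 50% and at least half of replicates individually reaching 50%; inconclusive means only one of the two criteria met; inactive means neither criterion met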;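 further: exported cargo escapes ClpAP degradation while cytoplasmic cargo is degraded and loses fluorescence; 0% = median of neutral control wells and 100% = median of NaSCN control wells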
Ecoli viability: E. coli V3065 growth inhibition, primary screen, counter-screen for AddAB inhibitor project, absorbance, OD600 | AID 449728, 2010 | inhibition, % at 11.9 µM | 18 h | 330,000 tested, 0.27% active;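 active means inhibition above the campaign's mean inhibition across all tested compounds plus 3 SD, cut at about 9.9% in these data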;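 further: uninfected addAB+ strain grown without phage in ampicillin broth; 0% = DMSO wells and 100% = ciprofloxacin 0.95 µg/ml wells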
SUMO Mot1 rescue: yeast Mot1-301 growth rescue at high temperature, primary screen, SUMOylation pathway inhibitor project, S. cerevisiae, ATP luminescence, 38.5C. S. cerevisiae Mot1-301 growth rescue; percent above DMSO median, 100 means doubled. growth rescue, % at 18.8 µM. 320,000 tested, 1% active. AID 2716, 2010;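 active means every valid replicate shows activation above 250% relative to neutral control wells; inactive means the rest, any valid replicate at or below 250%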;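 further: OY570 slx delta 5 strain wells were the positive control but not used for scaling; some compounds called inactive have numbers as strong as hits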
Arrestin-AP2 inh: inhibitors of beta-arrestin/AP2 binding, primary screen, biochemical, GPCR trafficking, flow cytometry; beta-arrestin 1 C-terminal peptide binding to AP2 beta2-adaptin appendage (human); FITC-arrestin peptide / GST-AP2 beads; AP2 beta2 appendage carries R879A mutation; inhibition, % at 10 µM; 340,000 tested, 0.31% active;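 active means inhibition above a set limit, near 3 SD of compounds lacking own fluorescence, cut at about 54% in these data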;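 further: plate controls were DMSO wells for no effect and 5 µM unlabelled arrestin peptide for full effect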
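Material – AP2 appendage R879A on GSH beads · Buffer or medium – PBS with 0.05% Tween 20 and 0.1% BSA · Probe or stimulus – fluorescein-tagged arrestin peptide at 50 nM final · Incubation – compound with beads 12 min RT, then probe 1 h RT · Detection – high-throughput flow cytometry of beads, ex 488, em 535 nm · Evaluation – percent response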
phage Ecoli inh: growth loss of phage-infected E. coli, primary screen, RecBCD inhibitor project, absorbance, with phage, HTS; inhibition, % at 11.9 µM; 360,000 tested, 0.26% active; in the data active means inhibition above about 11%
* = called active by the depositor; ? = inconclusive; nt = no result given.

SMILES	Pemphigus Ab inh	OPRM1-OPRD1 ag	PfHsp90 yeast 2	MOR-DOR inv ag	PKA-R1A act	AddAB inh	Tat export inh	Ecoli viability	SUMO Mot1 rescue	Arrestin-AP2 inh	phage Ecoli inh
COc1cccc(CN2CCN(Cc3ccc(O)cc3)CC2CCO)c1 (stereo unspecified)	92	-2.2	-7	11	-3	2.5	-6	1.0	-7	49	1.8
COc1ccccc1C(=O)n1nc(-c2ccco2)nc1N	98	-3.2	18	15	-3	0.7	-5	-0.3	nt	19	-0.3
O=C(NCCc1ccccc1)c1ccc(-c2ccccc2Cl)o1	101	-1.1	-12	6	-12	1.1	3	1.7	-14	6	-0.4
Cc1ccc(Cn2ncc3c(N4CCCC4)ncnc32)cc1	107	-1.8	12	10	-5	-0.2	-7	-0.9	7	17	2.8
COc1ccc(NC(=O)COC(=O)c2cc(=O)c3ccccc3o2)cc1OC	105	-3.0	-21	12	3	0.1	25	-2.2	-4	-14	1.3
C/C(N)=C(/C#N)C(=O)CSc1n[nH]c(-c2cccs2)n1	101	1.5	22	-7	-4	3.4	-3	-7.0	261	-2	1.7
Cc1cc(C(C#N)c2ccc(Cl)cc2)c(Cl)cc1NC(=O)c1cc(I)cc(I)c1O (stereo unspecified)	93	-1.0	-27	6	-12	8.4	-9	11*	1	9	4.9
COc1ccc(NS(=O)(=O)c2cc(NC(=O)c3ccc(=O)[nH]n3)ccc2N2CCOCC2)cc1	103	-1.6	nt	6	-14	-1.8	1	-1.6	25	6	0.0
O=C1c2cccnc2C(=O)N1Cc1ccc(Cl)cc1	nt	-1.8	-7	11	-2	1.5	-2	2.4	88	15	2.2
CC(C)CC(NC(=O)C1CCC(C)CC1)C(=O)Nc1cccnc1 (stereo unspecified)	100	-0.4	12	2	3	0.3	-5	-1.6	8	8	2.6
O=C1CCc2cc(S(=O)(=O)Nc3ccc(C(F)(F)F)cc3)cc3c2N1CC3	118	-0.2	nt	1	0	1.0	0	0.8	0	33	3.0
O=C(NC(=S)Nc1cccc([N+](=O)[O-])c1)C1CCCCC1	109	6.0	15	-31	-3	1.3	-3	-0.3	16	3	1.3
Cn1c(=O)c2c(nc(CN3CCc4ccccc4C3)n2CC(=O)c2ccccc2)n(C)c1=O	99	-1.5	-38	9	1	3.2	-2	0.1	116	1	3.0
O=C(Nc1cccc(Cl)c1)c1cc(-c2ccco2)on1	102	2.8	-22	-15	5	6.0	-14	0.1	102	0	1.9
Cc1cccn2c(=O)c(C(=O)NCCCN3CC(C)CC(C)C3)c(O)nc12 (stereo unspecified)	107	-0.9	nt	6	2	5.9	4	3.3	11	-10	-3.7
COc1ccc(C(=O)N2CCCC(Nc3ccc(C)c(C)c3)C2)cc1 (stereo unspecified)	96	-1.4	-8	7	-5	0.0	1	-1.7	1	-10	1.2
CC(=O)Nc1ccc(S(=O)(=O)N(C)Cc2cnn(C)c2)cc1	nt	-3.3	-17	17	-14	0.1	-4	0.5	-17	-8	2.1
COc1cccc(CN2CC(C(=O)NC3CCC(O)CC3)CCC2=O)c1 (stereo unspecified)	97	-0.5	13	3	0	2.3	-3	-0.8	153	30	1.6
CC(=O)c1cccc(NC(=O)N2CCCC2C(=O)NCc2ccc(C)cc2)c1 (stereo unspecified)	96	-2.3	1	12	-5	1.2	5	-1.6	7	-4	0.2
Cc1ccc(-c2nnc(SCC(=O)Nc3ccc4c(c3)OCCO4)n2N)cc1	101	-1.5	-7	7	3	3.1	-4	-0.5	-7	0	2.2
CN1CCC(N(C)CC(O)c2ccccc2)CC1 (stereo unspecified)	103	-1.3	11	7	-3	-1.0	-2	0.9	8	11	-0.9
C/C(CC(=O)NC1CCCCC1)=N\NC(=O)COc1ccc(C)cc1Br	99	-0.3	-12	2	-3	3.2	1	-0.5	-22	-17	2.6
COc1ccccc1N1CCN(C(=O)c2ccco2)CC1	96	-1.9	-12	11	2	3.1	10	1.4	-15	-5	2.1
Cc1cccc(C(=O)NC2CCN(S(=O)(=O)c3ccc(F)cc3)CC2)c1	116	-2.6	-28	13	-3	1.8	-9	-0.7	-9	-10	0.2
COc1ccc(C2N(c3ccc4c(c3)OCCO4)C(=O)C2(F)F)cc1OC (stereo unspecified)	97	-1.6	-13	9	-2	0.3	-2	1.6	-9	-3	1.8
Following part
SMILES	Pemphigus Ab inh	OPRM1-OPRD1 ag	PfHsp90 yeast 2	MOR-DOR inv ag	PKA-R1A act	AddAB inh	Tat export inh	Ecoli viability	SUMO Mot1 rescue	Arrestin-AP2 inh	phage Ecoli inh
O=C(CSc1ccc2nnc(-c3ccccc3)n2n1)N1CCCc2ccccc21	101	-3.9	9	17	1	1.4	7	-1.1	9	-13	2.9
CCOC(=O)[C@H]1[C@H]2COc3ccc(OC)cc3[C@@H]2N2C(=O)c3cc(F)c(F)cc3NC(=O)[C@@]12C	96	-1.3	-3	6	-4	4.2	-9	0.2	-7	42	2.3
CN1CCN(C(=O)c2cnn3c2NC(c2ccccc2)CC3C(F)(F)F)CC1 (stereo unspecified)	113	-2.0	nt	10	-16	0.6	11	2.1	nt	9	1.9
CCSc1nc2ccccc2n1CC(N)=O	103	nt	nt	nt	0	1.2	-1	0.0	-7	-7	1.2
Cc1occc1C(=O)NCc1ccccc1	103	1.1	12	-6	11	1.0	-4	1.7	4	7	4.8
COc1ccc(-c2csc(NC(=O)CN3C(=O)C4CCCCC4C3=O)n2)c(OC)c1 (stereo unspecified)	104	2.0	6	-14	-12	1.4	16	1.9	0	11	0.3
Cc1ccc(NC(=O)CSc2nnc(-c3cc(C)[nH]n3)n2N)c(C)c1	98	-1.6	12	8	-5	4.2	3	0.4	101	7	-2.4
O=C(CN1C(=O)COc2ccccc21)N1CCN(C2CCCCC2)CC1	103	0.9	-1	-5	4	2.7	-7	-0.6	4	-11	0.9
O=[N+]([O-])c1ccc(-c2cn(-c3ccccc3F)c(=S)[nH]2)cc1	100	5.3	-5	-25	15	3.7	-2	1.5	19	-21	2.7
CCn1ccnc1CN1CCC(n2nccc2NC(=O)CCc2ccccc2)CC1	104	-1.3	-6	7	0	1.6	-8	-3.4	18	26	2.3
Cc1ccc(S(=O)(=O)N/N=C\c2cc3c(cc2[N+](=O)[O-])OCO3)cc1	98	0.0	0	0	5	2.9	7	-0.3	-9	34	1.8
CC(=O)NC1=NC(=O)/C(=C/N2CCOCC2)S1	102	-1.2	10	7	5	2.4	-8	0.5	12	-1	3.9
COc1cccc(NC(=O)CSc2nc3ccccc3c(=O)n2CCCC(=O)NCC2CCCO2)c1 (stereo unspecified)	103	-0.8	1	4	13	5.9	?	-0.8	322	4	-1.6
C/C(CC(=O)N1CCN(C=O)CC1)=N\NC(=O)c1ccc(Cl)cc1	98	-0.3	7	2	-7	2.1	-5	0.9	15	28	3.4
C/C=C(/C)C(=O)Nc1cccc(C2=NOC3(C2)C[C@H](C(N)=O)N(C(=O)Cc2ccc([N+](=O)[O-])cc2)C3)c1 (stereo partly specified)	100	-1.6	1	9	6	3.1	-5	-1.0	1	-4	-0.5
Cn1ncc(Br)c1C(=O)N1CCN(C(=O)c2ccco2)CC1	102	0.1	2	-1	-6	3.6	-4	0.5	6	-7	1.0
O=C(OCCCc1cc2ccccc2c(=O)o1)c1ccc(C(F)(F)F)cc1	95	-1.5	9	8	-3	-2.0	13	0.8	2	16	3.6
Cc1ccc(OCC(=O)Nc2ccc3c(c2)CCC3)c([N+](=O)[O-])n1	nt	1.5	15	-7	-3	1.2	-3	1.3	1	2	4.9
O=C(O)CSCC(=O)N(c1ccccc1)c1ccccc1	109	-0.3	-21	2	2	2.5	-1	-1.9	-5	-3	-0.4
Oc1ccccc1-c1nnc(COc2ccc(Cl)cc2Cl)o1	66*	1.8	-15	-9	-16	4.3	0	0.7	11	-6	2.0
Cc1ccc(NC(=O)NCc2ccc3c(c2)OCO3)c(C)c1	97	0.0	-20	0	10	0.3	-2	1.4	-11	-1	2.9
C[C@H](CO)N1C[C@H](C)[C@@H](CN(C)Cc2ccncc2)Oc2c(NS(=O)(=O)c3cn(C)cn3)cccc2C1=O	92	-0.1	2	1	-5	2.8	2	0.4	3	-6	3.5
CC1Cc2ccccc2N1C(=O)COc1ccc2c(c1)OCO2 (stereo unspecified)	99	-2.0	9	10	-3	5.0	4	1.9	-24	10	-0.3
O=C(NCc1ccccc1)C1=C[C@H](c2ccc(Br)cc2)C[C@H](OCc2ccc(CO)cc2)O1	104	3.9	-17	-22	-5	2.3	11	1.0	9	-1	2.1
Cc1cc(N(C)C)nc(Nc2ccccc2)n1	101	-4.6	17	18	-1	0.9	-5	-1.6	-5	2	2.0

Just Tat export inh and PfHsp90 yeast 2, for some of the entries so far:
molecule	Tat export inh	PfHsp90 yeast 2
C/C(CC(=O)N1CCN(C=O)CC1)=N\NC(=O)c1ccc(Cl)cc1	-5	7
O=C(O)CSCC(=O)N(c1ccccc1)c1ccccc1	-1	-21

Continued.
SMILES	Pemphigus Ab inh	OPRM1-OPRD1 ag	PfHsp90 yeast 2	MOR-DOR inv ag	PKA-R1A act	AddAB inh	Tat export inh	Ecoli viability	SUMO Mot1 rescue	Arrestin-AP2 inh	phage Ecoli inh
Cc1ccc(S(=O)(=O)c2cc(N3CCOCC3)nc(-c3ccccc3)n2)cc1	109	-1.5	-9	9	-3	0.2	-8	1.0	72	-1	-1.0
CCCCCCCCN1[C@@H](CC(=O)O)c2ccc(C(F)(F)F)cc2S1(=O)=O	104	-4.0	nt	22	7	1.4	5	0.7	5	0	2.9
S=C(NCCN1CCOCC1)N/N=C/c1c2ccccc2cc2ccccc12	102	0.9	-6	-5	-2	-0.9	12	-3.3	1	24	-0.2
O=c1cc(-c2ccccc2Cl)oc2cccc(O)c12	102	0.8	-12	-4	-9	3.7	3	1.4	15	0	-2.0
CCN1CCN(S(=O)(=O)c2ccc(OC)c(Br)c2)CC1	106	-2.2	nt	13	9	4.1	-5	0.5	-17	4	2.3
Cc1cc(OCc2cc(C(=O)N(Cc3nccn3C)C(C)C)no2)cc(C)c1Cl	95	0.1	-19	0	2	3.5	5	-0.1	-2	24	1.1
O=C(NC1CCCCCC1)c1cc2ccccc2oc1=O	111	1.6	-24	-8	6	5.3	-2	0.0	14	20	0.6

Source: PubChem BioAssay
